# Source: PubChem
# POLH inh: blocks human DNA polymerase eta activity; Potency, µM (highest dose often 114 µM), without a hit: at the top dose activity change, negative = inhibition, most hits filed as inhibitors; 390,000 compounds, 1.2% hits; Q9Y253; recombinant Pol eta, fluorescent DNA replication assay; also: potency is read from the fitted curve at half-maximal effect; % is scaled to controls: 0 for no effect and ±100 for the full control effect
#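 Fluorescent replication assay: 50 nM final substrate added after a 15 min room-temperature compound preincubation with 10 nM enzyme. Signal taken at 0 min and again at 10 min.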
# Pol kappa inh: inhibitors of human DNA polymerase kappa; Q9UBT6; purified Pol kappa, fluorescent DNA synthesis assay, 10 min; Potency, µM (top dose mostly 107 µM), for the others: top-dose activity, negative = inhibition, hits mostly inhibitors; 400,000 compounds, 0.53% hits; AID 588579; also: potency is read from the fitted curve at half-maximal effect; % is scaled to controls: 0 for no effect and ±100 for the full control effect
#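 Enzyme at 10 nM met test compounds for 15 min at room temperature. Substrate addition (50 nM final) began the reaction, which was monitored by fluorescence at 0 and 10 min.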
# Anesthetic bind: binds horse apoferritin like a general anesthetic | P02791 | apoferritin/1-aminoanthracene competitive binding, fluorescence | Potency, µM (titrated, usually from 77.5 µM), for inactives: at the highest dose activity change, negative = displacement, hits mostly inhibitors | 350,000 compounds, 0.074% hits | AID 485281; also: potency is read from the fitted curve at half-maximal effect; % is scaled to controls: 0 for no effect and ±100 for the full control effect; nearly all actives have a fitted effect of over 20% in size
#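 10 uM apoferritin + 50% sat. 1-AMA, PBS; cpd 10 min RT; Ex380/Em535 endpoint; normalized to free probe vs complex; 4-param Hill fit; propofol titration as pos. ctrl.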
# APE1 inh: blocks human APE1 abasic DNA cleavage; P27695; recombinant APE1, TAMRA/BHQ-2 abasic DNA cleavage fluorescence; Potency, µM (titrated, usually from 65.8 µM), for the others: top-dose activity change, negative = inhibition, usual class: inhibitors; 350,000 compounds, 0.35% hits; AID 2517;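 also: potency is read from the fitted curve at half-maximal effect; plate controls were vehicle for no effect and reference inhibitor for full effect; nearly all actives have a fitted effect of over 55% in size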
#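 0.75 nM APE1 + cpd, 15 min RT; start w/ 50 nM TAMRA/BHQ-2 THF-abasic dsDNA; kinetic fluor 525/598 nm ×3 reads @60 s; Δ(read3−read1); normalized to DMSO and NSC13755 control wells.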
# BLM helicase inh: blocks DNA unwinding by human BLM helicase; P54132; recombinant BLM DNA unwinding, fluorescence dequenching; Potency, µM (titrated, usually from 56.1 µM), for the others: top-dose activity change, negative = inhibition, usual class: inhibitors; 350,000 compounds, 0.2% hits;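 also: potency is read from the fitted curve at half-maximal effect; plate controls were vehicle for no effect and no enzyme for full effect; nearly all actives have a fitted effect of over 35% in size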
# Target sequence (P54132 whole entry, looked up): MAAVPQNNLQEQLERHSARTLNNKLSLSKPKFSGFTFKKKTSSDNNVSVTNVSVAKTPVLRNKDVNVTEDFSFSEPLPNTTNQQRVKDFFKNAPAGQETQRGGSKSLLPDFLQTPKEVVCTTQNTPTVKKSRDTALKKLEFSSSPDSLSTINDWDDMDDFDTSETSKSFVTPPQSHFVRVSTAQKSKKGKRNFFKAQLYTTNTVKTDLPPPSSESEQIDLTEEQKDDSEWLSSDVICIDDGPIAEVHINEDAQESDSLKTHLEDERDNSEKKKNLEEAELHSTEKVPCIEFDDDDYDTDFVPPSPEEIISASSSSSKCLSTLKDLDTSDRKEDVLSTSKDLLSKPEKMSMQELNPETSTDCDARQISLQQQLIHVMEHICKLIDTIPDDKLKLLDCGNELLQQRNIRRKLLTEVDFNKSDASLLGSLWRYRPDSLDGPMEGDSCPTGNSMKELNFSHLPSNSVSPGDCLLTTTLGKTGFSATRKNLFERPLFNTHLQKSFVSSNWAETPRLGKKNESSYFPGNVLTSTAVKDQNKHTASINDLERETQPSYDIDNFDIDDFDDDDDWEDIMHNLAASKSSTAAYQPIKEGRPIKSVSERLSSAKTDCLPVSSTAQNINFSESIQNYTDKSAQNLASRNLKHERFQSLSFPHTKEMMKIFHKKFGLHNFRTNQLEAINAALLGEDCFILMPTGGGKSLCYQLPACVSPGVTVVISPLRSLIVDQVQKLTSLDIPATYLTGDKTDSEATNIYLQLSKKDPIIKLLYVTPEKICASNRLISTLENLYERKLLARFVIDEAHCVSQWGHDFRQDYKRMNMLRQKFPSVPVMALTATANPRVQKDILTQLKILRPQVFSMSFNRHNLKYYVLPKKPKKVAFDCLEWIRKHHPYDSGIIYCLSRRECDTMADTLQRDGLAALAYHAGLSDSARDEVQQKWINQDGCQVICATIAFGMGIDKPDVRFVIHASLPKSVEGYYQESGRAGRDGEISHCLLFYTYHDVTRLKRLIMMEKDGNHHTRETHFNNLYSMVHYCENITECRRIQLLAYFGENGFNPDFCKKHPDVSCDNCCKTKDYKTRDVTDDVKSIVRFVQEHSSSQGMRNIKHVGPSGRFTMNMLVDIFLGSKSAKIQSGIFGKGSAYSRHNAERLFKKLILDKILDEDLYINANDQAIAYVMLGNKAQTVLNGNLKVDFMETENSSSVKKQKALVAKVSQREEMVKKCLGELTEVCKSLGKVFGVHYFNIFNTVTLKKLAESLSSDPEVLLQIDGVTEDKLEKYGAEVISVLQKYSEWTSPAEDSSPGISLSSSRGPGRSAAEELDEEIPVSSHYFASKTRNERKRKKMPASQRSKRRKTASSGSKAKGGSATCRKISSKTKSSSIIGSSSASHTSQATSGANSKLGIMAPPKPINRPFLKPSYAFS
# POLB inh: inhibitors of human DNA polymerase beta. P06746. Pol beta primer extension/strand displacement, fluorescence kinetic. Potency, µM (titrated, usually from 114 µM), for the others: top-dose activity change, negative = inhibition, most hits filed as inhibitors. 340,000 compounds, 1.3% hits. AID 485314; also: potency is read from the fitted curve at half-maximal effect; % is scaled to controls: 0 for no effect and ±100 for the full control effect
#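 Enzyme-only controls used 10 nM Pol beta; buffer lacking enzyme served as negative control. Compound preincubated 15 min, then 50 nM substrate added; 0 and 10 min reads at room temperature.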
# LDHA block: LDHA (human) enzyme inhibition | AID 1347041 | activity change, % (values are at about 110 or 230 µM) | purified LDHA, NADH/diaphorase-resazurin fluorescence; stronger effect = lower value | 480,000 compounds, 0.15% hits; in the data active = activity change below about -30%; inconclusive = mostly about -25% to -30%;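 also: plate controls were DMSO wells for no effect and wells without enzyme for full effect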
#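 Enzyme activity of human lactate dehydrogenase 5 (2 nM; 0.06 mM NADH, 0.2 mM pyruvate, 5 min, RT) is measured via a resazurin/diaphorase fluorescence readout of residual NADH.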
# Pol iota inh: inhibitors of human DNA polymerase iota | AID 588590 | Potency, µM (doses to about 115 µM), for inactives: top-dose activity, negative = inhibition, hits mostly inhibitors | 390,000 compounds, 1% hits | Pol iota fluorescent replication assay, 10 min; also: potency is read from the fitted curve at half-maximal effect
#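 Pol iota at 10 nM preincubated 15 min with compounds at room temperature; reaction started with fluorescent substrate, 50 nM final. Fluorescence read kinetically at 0 and 10 min; buffer-only wells as negative control.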
# GRP78 ERSR act: inducers of ER stress response in human glioma cells; 420,000 compounds, 0.02% hits; Potency, µM, without a hit: top-dose activation, hits mostly activators; U87-MG GRP78 promoter luciferase reporter, 16 h; also: potency is read from the fitted curve at half-maximal effect; series mostly up to about 76 µM; % of control where 0% means no effect; nearly all actives have a fitted effect of over 35% in size
#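 Stably transfected U87-MG human glioma cells carrying a GRP78-based luminescent sensor were seeded at 1000 cells/well, pin-dosed with compounds and incubated 16 h. Luciferase reagent was then added, and end-point luminescence was read after 10 min at room temperature.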
# * hit, by the source's call; ? = inconclusive; / = no result given; & = joins results of further samples; [ ] = dose if it differs, or a comment. Unless noted, calls follow the shape of the dose curve; as a rule, active = well fitted curve in the direction sought with a large enough effect; inconclusive = small, poorly fitted or top-dose-only effect, or another doubt; inactive = no such curve, though single readings can be large; an effect the other way counts as inactive or inconclusive.
# Letter code – A = POLH inh; B = Pol kappa inh; C = Anesthetic bind; D = APE1 inh; E = BLM helicase inh; F = POLB inh; G = LDHA block; H = Pol iota inh; I = GRP78 ERSR act
1: CCSC1=C(C#N)C(c2ccc(F)cc2)CC(=O)N1 (centres undefined)
  A: -10%; B: 6%; C: -9%; D: 14%; E: -3%; F: 24%; G: -2; H: -14%; I: -4%
2: CCCC(=O)Nc1ccc2nc(SCC(=O)Nc3nccs3)sc2c1
  A: 0%; B: -7%; C: -3%; D: -2%; E: 3%; F: -2%; G: -35*; H: 2%; I: -3%
3: N#Cc1ccc(N2CCOCC2)nc1
  A: 2%; B: -4%; C: 1%; D: -2%; E: -1%; F: -7%; G: -1; H: ?; I: -1%
4: COc1cc(/C=N/O)c(Br)cc1OCC(=O)Nc1ccccc1C
  A: -12%; B: -18%; C: -8%; D: 14%; E: -5%; F: 10%; G: -5; H: 12%; I: -1%
5: S=C(NC1CCCCC1)N1CCN(c2ccccn2)CC1
  A: -11%; B: -11%; C: -8%; D: 4%; E: -3%; F: 19%; G: -9; H: -2%; I: -4%
6: COc1ccc(Nc2nc3ccccc3n3cnnc23)cc1
  A: -8%; B: 2%; C: -13%; D: -7%; E: 0%; F: -4%; G: 6; H: -13%[58.9 µM]; I: 1%
7: CCOc1ccc(N/C(SCc2cccc([N+](=O)[O-])c2)=C(/C#N)C(N)=O)cc1
  A: -8%; B: -2%; C: ?; D: -10%; E: -3%; F: 6%; G: 0; H: 59%[activator]; I: -5%
8: c1ccc2c(Nc3nc(-c4ccncc4)nc4ccccc34)cccc2c1
  A: -11%; B: 0%; C: -11%; D: 2%; E: -6%; F: 27%; G: 11; H: 12%; I: -1%
9: CC1=C(C(=O)OCc2ccccc2)C(c2ccccc2Cl)NC(=O)N1CCCC(=O)O (centres undefined)
  A: -14%; B: 9%; C: -7%; D: 54%[activator]; E: 0%; F: 15%; G: 1; H: 14%; I: -1%
10: CCCS(=O)(=O)N1CCCC(C(=O)Oc2ccc(Cl)cc2)C1 (centres undefined)
  A: -13%; B: -15%; C: 0%; D: 5%; E: 5%; F: 1%; G: -11; H: 180%[activator]; I: -5%
11: Cc1ccccc1NC(=O)CCN1C(=O)c2ccccc2Sc2ncccc21
  A: -18%; B: -10%; C: 8%; D: /; E: -1%; F: -1%; G: -11; H: -4%; I: -1%
12: Cc1ccc(C2=C/C(=C/c3cccnc3)C(=O)O2)c(C)c1
  A: -11%; B: 2%; C: -8%; D: 1%; E: -4%; F: -10%; G: 10; H: -29%; I: 0%
13: O=C1c2ccccc2NC(c2ccc(-c3ccccc3F)o2)N1O (centres undefined)
  A: -17%; B: 6%; C: /; D: 8%&26%; E: /; F: /; G: 0; H: 7%; I: -1%
14: CCN([C@H](CO)C(C)C)S(=O)(=O)c1ccccc1Br
  A: -15%; B: 4%; C: /; D: 6%; E: /; F: /; G: -5; H: 17%; I: 0%
15: COc1cc2c(cc1OC)C(Cc1ccc(O)cc1)NCC2 (centres undefined)
  A: -18%; B: 1%; C: -11%; D: -1%; E: -4%; F: 1%; G: 0; H: 9%; I: 1%
16: O=C(COn1nnc2ccc(Cl)cc21)NCc1ccccc1
  A: -11%; B: -11%; C: -12%; D: 0%; E: 0%; F: 0%; G: -12; H: 5%; I: 0%
17: Cc1ccccc1CNC(=O)C(=O)NCC(c1cccs1)S(=O)(=O)c1cccs1 (centres undefined)
  A: -3%; B: -9%[60.1 µM]; C: 47%[activator]; D: /; E: -7%; F: 1%; G: -11; H: -14%; I: 0%
18: Cc1cc(C)c(C#N)c(N2CCN(Cc3ccccc3)CC2)n1
  A: 2%; B: -7%; C: -17%; D: 2%; E: -2%; F: ?; G: -2; H: 7%[58.9 µM]; I: -4%
19: CCNc1nc(NC(C)CC)nc(Oc2ccc(=O)[nH]n2)n1 (centres undefined)
  A: -5%; B: -5%; C: -17%; D: 0%; E: 3%; F: 1%; G: 6; H: 23%; I: -3%
20: C[C@H]1CN([C@@H](C)CO)C(=O)c2cccc(NS(=O)(=O)c3ccc(Cl)cc3)c2O[C@@H]1CN(C)CC1CCCCC1
  A: -23%; B: -7%; C: /; D: 11%; E: /; F: /; G: -3; H: 34%[activator]; I: 0%
21: N#Cc1cccc(NC(=O)COC(=O)c2ccc[n+]([O-])c2)c1
  A: -1%; B: -11%; C: /; D: 2%; E: /; F: /; G: -7; H: 52%[activator]; I: -5%
22: CNC(=O)COC(=O)c1ccccc1C(=O)c1ccc(Cl)c([N+](=O)[O-])c1
  A: -23%; B: -9%; C: -7%; D: -6%; E: -12%; F: 17%; G: -2; H: 4%; I: 1%
23: CC(NC(=O)c1cccc(N2CCCC2=O)c1)c1ccc2c(c1)OCCO2 (centres undefined)
  A: -15%; B: 2%; C: -9%; D: 10%; E: 4%; F: -12%; G: -3; H: -5%; I: 1%
24: CCCCn1cnc2c(SCc3ccccc3F)nc(N)nc21
  A: -12%; B: -7%; C: /; D: /; E: /; F: /; G: -1; H: -12%; I: 1%
25: CSCCC(NS(=O)(=O)c1ccc(C)cc1)C(=O)NCC(C)(C)N1CCOCC1 (centres undefined)
  A: -13%; B: 3%; C: /; D: 7%; E: /; F: /; G: -3; H: 28%; I: -3%
26: Cc1cccc(C(=O)N2CCCC(CCC(=O)N3CCN(c4ccccn4)CC3)C2)c1 (centres undefined)
  A: -22%; B: -24%; C: -8%; D: 24%; E: 2%; F: -3%; G: -4; H: 34%[activator]; I: -6%
27: CCOC(=O)C1(C)/C(=N/Nc2cccc(Cl)c2)C(=O)C(=O)N1c1ccccc1 (centres undefined)
  A: -14%; B: 1%; C: -20%; D: 17%; E: -3%; F: 33%; G: 8; H: -4%; I: -1%

# An excerpt from above in order of number of heavy atoms, lowest first.
# Letter code – A = POLH inh; B = Pol kappa inh; C = Anesthetic bind; D = APE1 inh; E = BLM helicase inh; F = POLB inh; G = LDHA block; H = Pol iota inh; I = GRP78 ERSR act
21: N#Cc1cccc(NC(=O)COC(=O)c2ccc[n+]([O-])c2)c1
  A: -1%; B: -11%; C: /; D: 2%; E: /; F: /; G: -7; H: 52%[activator]; I: -5%
24: CCCCn1cnc2c(SCc3ccccc3F)nc(N)nc21
  A: -12%; B: -7%; C: /; D: /; E: /; F: /; G: -1; H: -12%; I: 1%
22: CNC(=O)COC(=O)c1ccccc1C(=O)c1ccc(Cl)c([N+](=O)[O-])c1
  A: -23%; B: -9%; C: -7%; D: -6%; E: -12%; F: 17%; G: -2; H: 4%; I: 1%
23: CC(NC(=O)c1cccc(N2CCCC2=O)c1)c1ccc2c(c1)OCCO2 (centres undefined)
  A: -15%; B: 2%; C: -9%; D: 10%; E: 4%; F: -12%; G: -3; H: -5%; I: 1%
27: CCOC(=O)C1(C)/C(=N/Nc2cccc(Cl)c2)C(=O)C(=O)N1c1ccccc1 (centres undefined)
  A: -14%; B: 1%; C: -20%; D: 17%; E: -3%; F: 33%; G: 8; H: -4%; I: -1%
17: Cc1ccccc1CNC(=O)C(=O)NCC(c1cccs1)S(=O)(=O)c1cccs1 (centres undefined)
  A: -3%; B: -9%[60.1 µM]; C: 47%[activator]; D: /; E: -7%; F: 1%; G: -11; H: -14%; I: 0%
26: Cc1cccc(C(=O)N2CCCC(CCC(=O)N3CCN(c4ccccn4)CC3)C2)c1 (centres undefined)
  A: -22%; B: -24%; C: -8%; D: 24%; E: 2%; F: -3%; G: -4; H: 34%[activator]; I: -6%
20: C[C@H]1CN([C@@H](C)CO)C(=O)c2cccc(NS(=O)(=O)c3ccc(Cl)cc3)c2O[C@@H]1CN(C)CC1CCCCC1
  A: -23%; B: -7%; C: /; D: 11%; E: /; F: /; G: -3; H: 34%[activator]; I: 0%

# Arranged by SMILES length (largest number first): some entries from above
# Letter code – A = POLH inh; B = Pol kappa inh; C = Anesthetic bind; D = APE1 inh; E = BLM helicase inh; F = POLB inh; G = LDHA block; H = Pol iota inh; I = GRP78 ERSR act
26: Cc1cccc(C(=O)N2CCCC(CCC(=O)N3CCN(c4ccccn4)CC3)C2)c1 (centres undefined)
  A: -22%; B: -24%; C: -8%; D: 24%; E: 2%; F: -3%; G: -4; H: 34%[activator]; I: -6%
17: Cc1ccccc1CNC(=O)C(=O)NCC(c1cccs1)S(=O)(=O)c1cccs1 (centres undefined)
  A: -3%; B: -9%[60.1 µM]; C: 47%[activator]; D: /; E: -7%; F: 1%; G: -11; H: -14%; I: 0%
19: CCNc1nc(NC(C)CC)nc(Oc2ccc(=O)[nH]n2)n1 (centres undefined)
  A: -5%; B: -5%; C: -17%; D: 0%; E: 3%; F: 1%; G: 6; H: 23%; I: -3%

# An excerpt; count on the stated rates, not on these rows.
